Assay outcomes (PubChem)
hcDAF12 agonist = H. contortus DAF-12 nuclear receptor activators, primary screen, cell-based, luminescence, HEK293, lit1-tk-luc reporter; HEK293 hcDAF-12 lit1-tk-luc reporter; 0% DMSO, 100% Δ7-dafachronic acid; activation, % at 6.8 µM; actives 1.4% (n = 370,000); AID 652067, 2013;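 active = activation above the mean of all tested compounds plus 3 SD, cut at about 5.5% in these data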;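 also: 100% = response to 3 µM Δ7-dafachronic acid high control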
PG9 binder = binders of HIV-1 gp120 antibody PG9, primary screen, biochemical, TR-FRET | actives 0.43% (n = 360,000) | TR-FRET gp120-PG9 antibody binding | AID 624416, 2012 | inhibition, % at 6.7 µM; in the data active = inhibition above about 8.5%
FXN GAA850 act = FXN promoter activators, primary screen, cell-based, luciferase luminescence, HEK293 lucGAA850; HEK293 lucGAA850 FXN promoter luciferase reporter, 24 h; percent of 10 µM SAHA response; activation, % at 6 µM; AID 540364, 2011; actives 0.56% (n = 360,000);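 active = activation above the average of all compounds screened plus 3 SD, cutoff fixed separately per campaign, cut at about 7.5% in these data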;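 also: 0% = DMSO wells and 100% = 10 µM SAHA wells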
NR1D1 modulator = modulators of Rev-erb alpha DNA binding, primary screen, biochemical, FITC-DNA, fluorescence polarization, uHTS | Rev-erbα–FITC-DNA binding, 90 min | activity, % at 10 µM | actives 0.79% (n = 370,000);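 active = activity above about 14%, limit read from the data; passing the limit was not always enough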;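 also: 0% = DMSO wells with 35 nM protein and 100% = DMSO wells with 750 nM protein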
DAX1 inh-1 = DAX1 (NR0B1) inhibitors on StAR promoter, primary screen, cell-based, luminescence, SF-1 (NR5A1), full-length DAX-1; HEK293T StAR-luciferase reporter, SF-1/DAX-1 repression relief; inhibition, % at 6.8 µM; actives 1.1% (n = 370,000); AID 652010, 2013;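 active = inhibition above the mean over all tested compounds plus 3 SD, cut at about 3.6% in these data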;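 also: 0% = DAX-1 cells with DMSO and 100% = cells lacking DAX-1 with DMSO; higher inhibition means more luminescence from relief of DAX-1 repression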
hgDAF12 agonist = H. glycines DAF-12 receptor agonists, primary screen, cell-based, luminescence, HEK293, GAL4 fusion, UAS-luciferase | Nuclear hormone receptor DAF-12 (Heterodera glycines), GAL4 fusion | HEK293 GAL4-hgDAF12 UAS-luciferase reporter, agonist luminescence; normalized to butyrate control | activation, % at 6.8 µM | actives 1.8% (n = 370,000) | AID 687014, 2013;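 active = activation above a cutoff set at the mean of all screened compounds plus 3 SD, cut at about 10% in these data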;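 also: 0% = DMSO wells and 100% = sodium butyrate wells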
PLC-beta3 inh = human PLC-beta3 inhibitors, primary screen, biochemical, fluorescence; 1-phosphatidylinositol 4,5-bisphosphate phosphodiesterase beta-3 (Homo sapiens), Q01970; inhibition, % at 12.2 µM; actives 0.18% (n = 370,000); AID 720704, 2013; Purified PLC-beta3, fluorogenic substrate; in the data active = inhibition above about 11%;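 also: 0% = median of compound wells on plate and 100% = full blocker control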
Target sequence (Q01970 whole entry, looked up): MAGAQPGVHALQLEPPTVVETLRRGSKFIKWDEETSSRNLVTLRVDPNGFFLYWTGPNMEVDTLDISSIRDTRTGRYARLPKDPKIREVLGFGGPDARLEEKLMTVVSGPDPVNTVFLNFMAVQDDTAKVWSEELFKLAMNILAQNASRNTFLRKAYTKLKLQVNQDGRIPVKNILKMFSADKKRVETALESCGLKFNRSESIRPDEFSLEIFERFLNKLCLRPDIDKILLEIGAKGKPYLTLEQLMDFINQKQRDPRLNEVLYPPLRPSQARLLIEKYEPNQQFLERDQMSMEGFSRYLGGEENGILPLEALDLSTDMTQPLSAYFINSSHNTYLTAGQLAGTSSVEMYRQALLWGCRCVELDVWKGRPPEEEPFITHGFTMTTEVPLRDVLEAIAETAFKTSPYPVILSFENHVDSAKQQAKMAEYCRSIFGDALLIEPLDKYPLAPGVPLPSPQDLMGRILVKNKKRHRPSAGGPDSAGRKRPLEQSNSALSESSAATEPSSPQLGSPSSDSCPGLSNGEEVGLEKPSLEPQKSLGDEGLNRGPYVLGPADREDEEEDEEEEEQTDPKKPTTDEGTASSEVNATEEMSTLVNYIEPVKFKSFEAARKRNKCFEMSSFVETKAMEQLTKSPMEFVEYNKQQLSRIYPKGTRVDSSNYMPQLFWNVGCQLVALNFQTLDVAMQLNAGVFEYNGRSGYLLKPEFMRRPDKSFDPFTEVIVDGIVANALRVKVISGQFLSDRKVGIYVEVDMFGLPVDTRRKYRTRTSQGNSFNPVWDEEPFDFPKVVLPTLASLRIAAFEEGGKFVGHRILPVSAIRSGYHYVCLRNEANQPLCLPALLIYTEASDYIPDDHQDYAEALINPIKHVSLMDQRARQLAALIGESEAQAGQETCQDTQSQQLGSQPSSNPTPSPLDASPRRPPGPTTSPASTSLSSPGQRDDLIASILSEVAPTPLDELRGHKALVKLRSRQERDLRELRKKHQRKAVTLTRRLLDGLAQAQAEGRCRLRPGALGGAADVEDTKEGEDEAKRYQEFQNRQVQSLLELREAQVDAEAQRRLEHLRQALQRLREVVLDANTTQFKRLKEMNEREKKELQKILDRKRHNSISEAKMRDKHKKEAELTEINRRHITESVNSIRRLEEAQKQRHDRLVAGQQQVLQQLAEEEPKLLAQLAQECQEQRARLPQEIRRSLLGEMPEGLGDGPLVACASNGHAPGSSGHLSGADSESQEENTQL
DAX1 inh-2 = DAX1 (NR0B1) inhibitors, primary screen, cell-based, HEK293, Gal4-DAX1, luciferase luminescence. actives 0.99% (n = 340,000). HEK293 Gal4-DAX1 luciferase reporter. inhibition, % at 6.75 µM. Nuclear receptor subfamily 0 group B member 1 (Homo sapiens), P51843. AID 504766, 2011;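 active = inhibition above the mean over all tested compounds plus 3 SD, cut at about 4.2% in these data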;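 also: 0% = DAX1-transfected cells with DMSO and 100% = empty-vector control cells with DMSO; inhibition shows as a rise in luminescence from relieved DAX1 repression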
HGIII-sPLA2 inh = human group III sPLA2 inhibitors, primary screen, biochemical, QFRET, BODIPY PC-A2 liposome substrate | Group 3 secretory phospholipase A2 (Homo sapiens), Q9NZ20 | QFRET BODIPY PC-A2 liposome hydrolysis, fluorescence | inhibition, % at 12.2 µM | actives 0.56% (n = 370,000);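 active = inhibition above mean plus 3 SD of compounds lying within the high and low control bounds, cut at about 19% in these data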;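 also: 0% = median of test compound wells and 100% = no enzyme DMSO wells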
ssDAF12 agonist = S. stercoralis DAF-12 nuclear receptor activators, primary screen, cell-based, luminescence, HEK293, GRIP1 co-expression, lit1-tk-luc; HEK293 ssDAF-12/GRIP1 lit1-tk-luc reporter; % of 3 µM dafachronic acid response; AID 652126, 2013; activation, % at 6.8 µM; actives 1% (n = 370,000); Nuclear hormone receptor DAF-12 (Strongyloides stercoralis);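 active = activation above the mean over all tested compounds plus 3 SD, cut at about 0.9% in these data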;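 also: 0% = DMSO-only wells and 100% = 3 µM delta7-dafachronic acid wells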
SMARCA2 activ = SMARCA2 (BRM) function activators, primary screen, cell-based, luminescence, high throughput; AID 652017, 2013; activation, % at 9.1 µM; actives 1% (n = 370,000); MG213 cells, MMTV-luciferase reporter, dexamethasone, overnight; in the data active = activation above about 7.8%;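 also: 0% = vehicle wells and 100% = reference activator wells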
Starred values were filed as active, the others as inactive; i = inactive; . = not tested or not shown.

Results follow in this order: hcDAF12 agonist	PG9 binder	FXN GAA850 act	NR1D1 modulator	DAX1 inh-1	hgDAF12 agonist	PLC-beta3 inh	DAX1 inh-2	HGIII-sPLA2 inh	ssDAF12 agonist	SMARCA2 activ
- Cc1cc(=O)oc2cc(OCc3ccc(C(=O)OCC(=O)NC4CCS(=O)(=O)C4)cc3)ccc12 (configuration not stated)
  0.4	2.4	1.2	-13	0.8	-0.5	-15	-1.9	-3	-0.8	-1
- Cc1ccc(-c2csc(NC(=O)c3ccc([N+](=O)[O-])o3)n2)cc1
  0.5	-2.7	1.7	0	-0.7	-0.6	-10	-0.5	10	-1.2	0
- O=C(/C(C=Nc1ccc(F)cc1)=C(/O)c1ccco1)C(F)(F)F
  5.3	3.6	2.7	3	1.9	6.3	-28	1.4	5	-0.6	6
- Cc1ccc(S(=O)(=O)N(C)C)cc1NS(=O)(=O)c1ccc(Cl)s1
  -0.1	-0.2	-0.9	-1	0.1	-1.6	1	-0.6	-14	-1.2	-1
- CCN1CCN(c2ncnc3c2nnn3Cc2ccccc2)CC1
  -1.1	0.9	0.6	-2	-0.4	-1.5	-1	1.4	1	-0.8	-7
- COc1ccc(C(=O)NCc2nnc(SCC(=O)Nc3cc(C)cc(C)c3)o2)cc1OC
  -2.8	0.7	-1.3	-6	0.1	-2.5	3	-1.3	0	-0.8	0
- O=C(CN1C(=O)C2CCCCC2C1=O)Nc1cccc(C(F)(F)F)c1 (configuration not stated)
  0.1	-0.1	0.6	11	-0.3	1.3	6	1.4	-3	-0.4	0
- O=C(CN1CCOCC1)Nc1ccc(Br)cc1
  3.0	-2.1	-0.2	-3	-0.5	0.3	1	-1.1	4	-0.9	-3
- CCn1c(Cc2ccc(OC)cc2)nc2ccccc21
  -1.4	-1.3	1.5	-5	-0.7	0.1	-6	1.3	-3	-0.4	-2
- CCOc1ccc(NC(=O)CN(C)C(=O)C2(c3ccccc3)CC2)cc1OCC
  -0.1	-0.9	-2.0	-1	2.1	0.7	-6	-0.1	11	-1.5	-1
- COc1ccc(C2(C)NC(=O)N(CC(=O)Nc3ccc(Br)c(C)c3)C2=O)cc1OC (configuration not stated)
  -2.8	-0.3	1.6	5	-0.4	-2.0	-3	-1.5	-17	-1.9	1
- CCCCCC/C(=N\NS(C)(=O)=O)c1ccccc1
  -1.7	2.6	-0.6	-11	0.6	1.9	1	0.0	0	-1.0	0
- COc1ccc(S(=O)(=O)Nc2nc3ccccc3nc2NCC2CCCO2)cc1 (configuration not stated)
  -2.1	-1.3	1.2	7	0.5	-0.1	-105	0.2	-12	-1.5	5
- COC(=O)c1ccccc1NC(=S)NC(=O)C1CC1
  1.6	-2.9	3.2	6	0.2	-0.7	2	0.1	11	-1.3	1
- Cc1oc(-c2cccs2)nc1CN1CCN(CC(C)C)C(CCO)C1 (configuration not stated)
  2.6	-4.1	2.2	7	0.7	-0.2	-42	-0.1	-4	0.6	-1
- O=S1(=O)c2cccc3cccc(c23)N1Cc1nnc(-c2ccccc2Br)o1
  -3.8	-3.5	0.1	3	-1.5	-4.8	-47	-1.9	-15	-1.8	-4
- CN(CC(=O)Nc1cccc(F)c1)CC(=O)Nc1ccccc1Oc1ccccc1
  -2.2	-1.2	2.5	3	0.1	-5.0	0	-1.0	-10	-1.5	4
- NC(=O)c1c(NC(=O)Cn2cc([N+](=O)[O-])cn2)sc2c1CCCC2
  -0.5	-1.7	0.9	1	0.2	-2.8	-2	-0.8	4	-1.9	-3
- O=C(NCc1ccccn1)c1ccc2ccccc2n1
  -0.6	0.5	1.1	7	0.6	1.0	0	0.3	7	-0.9	3
- COC(=O)CC[C@@H](C(=O)O)N1C(=O)c2ccccc2C1=O
  -1.7	-1.9	2.4	5	-0.3	0.2	2	-0.1	-3	-0.9	-4

Fetched by compound from the list above (two):
Results follow in this order: hcDAF12 agonist	PG9 binder	FXN GAA850 act	NR1D1 modulator	DAX1 inh-1	hgDAF12 agonist	PLC-beta3 inh	DAX1 inh-2	HGIII-sPLA2 inh	ssDAF12 agonist	SMARCA2 activ
- COc1ccc(C2(C)NC(=O)N(CC(=O)Nc3ccc(Br)c(C)c3)C2=O)cc1OC (configuration not stated)
  -2.8	-0.3	1.6	5	-0.4	-2.0	-3	-1.5	-17	-1.9	1
- COc1ccc(S(=O)(=O)Nc2nc3ccccc3nc2NCC2CCCO2)cc1 (configuration not stated)
  -2.1	-1.3	1.2	7	0.5	-0.1	-105	0.2	-12	-1.5	5

Additional results
Results follow in this order: hcDAF12 agonist	PG9 binder	FXN GAA850 act	NR1D1 modulator	DAX1 inh-1	hgDAF12 agonist	PLC-beta3 inh	DAX1 inh-2	HGIII-sPLA2 inh	ssDAF12 agonist	SMARCA2 activ
- CC(=O)Nc1ccc(NC(=O)COC(=O)Cc2cccs2)cc1
  -0.1	-1.3	0.8	4	0.1	2.0	-4	-0.2	-1	-0.9	-3
- Cc1nnc(N(C(=O)c2cnccn2)c2ccccc2)s1
  -1.2	1.4	0.2	11	-0.9	-0.6	0	-0.5	3	-0.8	-4
- COc1ccc(S(=O)(=O)N2CCOC23CCN(S(=O)(=O)c2cccs2)CC3)cc1
  -1.2	-1.2	-2.2	3	-0.6	0.9	-6	1.6	1	-0.6	-1
- Brc1ccc2c(c1)CN1CCCC1=N2
  0.1	-1.0	-6.8	6	0.5	2.4	-6	-1.1	3	-1.0	-2
- O=C(c1ccc(Br)cc1)N1CCC(C(=O)N2CCN(Cc3ccccc3)CC2)CC1
  -0.2	-0.2	-0.4	0	-1.1	-2.6	-4	-0.7	1	-0.9	-2
- CCN(CC)CCCN=Cc1c(O)n(Cc2ccccc2)c(=O)c2ccccc12
  -1.0	1.1	0.6	-1	0.1	-2.3	-74	-0.1	-4	-1.1	1
- Cc1ccccc1C1c2[nH]c3ccccc3c2CCN1CCCn1cccn1 (configuration not stated)
  4.9	0.4	-2.0	-2	0.5	2.0	-76	1.3	-10	-1.3	0
- Cc1noc(C(=O)Nc2c(C)n(C)n(-c3ccccc3)c2=O)c1Cl
  2.2	-1.2	2.4	4	1.4	-0.9	1	0.3	4	-0.6	0
- CC(C)C[C@H](NC(=O)[C@H](Cc1ccccc1)n1c(=O)[nH]c2ccccc2c1=O)C(=O)N1CCC(C(=O)O)CC1
  2.4	2.5	2.4	1	-0.4	0.6	5	0.2	-6	-0.5	1
- Cc1ccnc(NS(=O)(=O)c2ccc(NS(=O)(=O)c3ccc(Br)cc3)cc2)n1
  -0.4	0.4	-0.4	-3	0.1	-1.3	-8	-0.3	-8	-0.5	-4
- COCC(=O)N1C[C@H]2CON(C)[C@H]2C[C@H]1c1cccc(-c2ccccc2OC)c1
  -1.0	-0.4	0.3	-2	-0.8	-0.9	0	3.3	5	-1.1	0
- O=C(C1=C[C@@H](c2coc3ccccc3c2=O)C[C@@H](OCCCCO)O1)N1CCN(Cc2ccccc2)CC1
  -2.8	0.2	2.4	-2	0.0	-1.1	0	-0.8	-4	-1.6	-1
- CCOC(=O)Nc1cc(N)ncn1
  -1.3	1.5	2.7	0	-0.2	-2.8	-3	-2.1	4	-1.3	-1
- O=C(COC(=O)c1ccc(Cl)c(S(=O)(=O)N2CCCC2)c1)NCc1ccccc1
  -0.3	0.5	-1.0	4	0.1	-0.9	-5	-0.7	-6	-0.8	0
- Cc1ccc(-c2onc3ccc(Cl)cc23)cc1
  -1.1	0.7	-1.3	-2	-0.1	6.2	4	1.2	2	-1.1	-2
- COC(=O)Cn1cc(C(=O)C(F)(F)F)c2ccccc21
  0.6	-1.3	-1.1	4	0.5	0.4	4	0.8	3	-1.3	-1
- CC(C)C[C@H]1CNC(=S)N1C[C@H]1CCCN1C[C@H](Cc1ccc(O)cc1)N1C[C@H](Cc2ccccc2)N(CC2CCCCCC2)C1=S
  -0.3	-1.4	.	6	-0.1	1.7	1	.	-9	-0.1	1
- COc1ccc(CN(C)C(=O)c2cc(-c3ccc(OC)c(OC)c3)nc3ccccc23)c(OC)c1
  -3.5	1.1	0.3	-1	-2.4	-3.8	i	-1.2	-13	-0.8	-2
- Cc1ccc(NC(=O)CN(C)C(=O)CSc2ncc(C(F)(F)F)cc2Cl)cc1
  1.5	-0.1	0.1	-2	0.2	2.4	2	-2.0	-2	-0.6	1
- CC(C)NC(=O)N(C)C[C@H]1OCc2cnnn2CCCC(=O)N([C@H](C)CO)C[C@H]1C
  0.8	-0.5	-0.3	1	0.8	-0.8	0	0.5	-6	-0.7	2
- Cc1ccc(NC(=O)Cc2ncc(C(F)(F)F)cc2Cl)cc1Cl
  0.7	1.3	0.4	-4	-0.1	0.2	0	-0.3	-36	-1.6	-2
- O=C(CNC(=O)OCc1ccccc1)NC1CCCCCCC1
  -2.1	-1.4	-1.0	-4	0.6	0.5	7	1.6	3	-1.0	-2
- CCOC(=O)c1cc(-c2ccco2)nn1-c1ccc(C)cc1
  0.3	0.1	-0.8	0	-0.1	-1.3	-8	-0.7	-5	-0.6	3
